SMARCA2 activ: increases SMARCA2 function in MMTV reporter cells. MG213 cells, MMTV-luciferase reporter, dexamethasone, overnight. 370,000 compounds, 1% hits. activation, % at 9.1 µM. AID 652017; in the data active = activation above about 7.8%;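 note: 0% = vehicle wells and 100% = reference activator wells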
ssDAF12 agonist: S. stercoralis DAF-12 activation, primary screen; HEK293 ssDAF-12/GRIP1 lit1-tk-luc reporter, luminescence; % of 3 µM dafachronic acid response; activation, % at 6.8 µM; 370,000 compounds, 1% hits; AID 652126;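 active = activation above the mean over all tested compounds plus 3 SD, cut at about 0.9% in these data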;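 note: 0% = DMSO-only wells and 100% = 3 µM delta7-dafachronic acid wells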
PLC-beta3 inh: PLC-beta3 (human) inhibition, primary screen; inhibition, % at 12.2 µM; 370,000 compounds, 0.18% hits; Q01970; AID 720704; Purified PLC-beta3, fluorogenic substrate, fluorescence; in the data active = inhibition above about 11%;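 note: 0% = median of compound wells on plate and 100% = full blocker control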
DAX1 inh-1: NR0B1 (DAX1) inhibition | AID 504766 | P51843 | HEK293 Gal4-DAX1 luciferase reporter, luminescence | inhibition, % at 6.75 µM | 340,000 compounds, 0.99% hits;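 active = inhibition above the mean over all tested compounds plus 3 SD, cut at about 4.2% in these data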;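 note: 0% = DAX1-transfected cells with DMSO and 100% = empty-vector control cells with DMSO; inhibition shows as a rise in luminescence from relieved DAX1 repression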
Target sequence (P51843 207-470 limits assumed): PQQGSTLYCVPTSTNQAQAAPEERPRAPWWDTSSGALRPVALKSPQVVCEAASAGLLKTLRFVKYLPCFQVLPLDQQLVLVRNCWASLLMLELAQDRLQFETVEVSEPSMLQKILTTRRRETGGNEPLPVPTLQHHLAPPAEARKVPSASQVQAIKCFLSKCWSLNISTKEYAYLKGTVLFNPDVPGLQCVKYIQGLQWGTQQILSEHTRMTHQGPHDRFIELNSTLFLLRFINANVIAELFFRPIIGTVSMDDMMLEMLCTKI
ADAM17 inh: inhibitors of human ADAM17; recombinant ADAM17, EDANS/DABCYL FRET peptide cleavage; inhibition, % at 6.95 µM; 370,000 compounds, 0.83% hits;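 active = inhibition above the mean of compounds lying between control limits plus 3 SD, set per campaign, cut at about 8.5% in these data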;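 note: 0% = DMSO-only wells as the low control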
hcDAF12 agonist: activates DAF-12 receptor from parasite H. contortus | 370,000 compounds, 1.4% hits | AID 652067 | activation, % at 6.8 µM | HEK293 hcDAF-12 lit1-tk-luc reporter, luminescence; 0% DMSO, 100% Δ7-dafachronic acid;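 active = activation above the mean of all tested compounds plus 3 SD, cut at about 5.5% in these data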;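 note: 100% = response to 3 µM Δ7-dafachronic acid high control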
hgDAF-12 ag: hgDAF-12 agonism, primary luciferase screen | HEK293 GAL4-hgDAF12 UAS-luciferase reporter, agonist luminescence; normalized to butyrate control | activation, % at 6.8 µM | 370,000 compounds, 1.8% hits;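 active = activation above a cutoff set at the mean of all screened compounds plus 3 SD, cut at about 10% in these data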;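 note: 0% = DMSO wells and 100% = sodium butyrate wells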
DAX1 inh-2: blocks DAX1 repression of SF-1 activated StAR promoter | 370,000 compounds, 1.1% hits | HEK293T StAR-luciferase reporter, SF-1/DAX-1 repression relief | AID 652010 | inhibition, % at 6.8 µM;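 active = inhibition above the mean over all tested compounds plus 3 SD, cut at about 3.6% in these data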;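 note: 0% = DAX-1 cells with DMSO and 100% = cells lacking DAX-1 with DMSO; higher inhibition means more luminescence from relief of DAX-1 repression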
NR1D1 modulator: modulators of human Rev-erb alpha DNA binding; P20393; 370,000 compounds, 0.79% hits; activity, % at 10 µM; Rev-erbα–FITC-DNA binding, fluorescence polarization, 90 min;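 active = activity above about 14%, limit read from the data; passing the limit was not always enough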;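 note: 0% = DMSO wells with 35 nM protein and 100% = DMSO wells with 750 nM protein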
MBD2 DNA inh: MBD2-methylated oligo binding inhibition; 370,000 compounds, 0.31% hits; Q9UBB5; inhibition, % at 4.4 µM; TR-FRET, MBD2 binding to methylated oligonucleotide; in the data active = inhibition above about 13%
Target sequence (Q9UBB5 whole entry, looked up): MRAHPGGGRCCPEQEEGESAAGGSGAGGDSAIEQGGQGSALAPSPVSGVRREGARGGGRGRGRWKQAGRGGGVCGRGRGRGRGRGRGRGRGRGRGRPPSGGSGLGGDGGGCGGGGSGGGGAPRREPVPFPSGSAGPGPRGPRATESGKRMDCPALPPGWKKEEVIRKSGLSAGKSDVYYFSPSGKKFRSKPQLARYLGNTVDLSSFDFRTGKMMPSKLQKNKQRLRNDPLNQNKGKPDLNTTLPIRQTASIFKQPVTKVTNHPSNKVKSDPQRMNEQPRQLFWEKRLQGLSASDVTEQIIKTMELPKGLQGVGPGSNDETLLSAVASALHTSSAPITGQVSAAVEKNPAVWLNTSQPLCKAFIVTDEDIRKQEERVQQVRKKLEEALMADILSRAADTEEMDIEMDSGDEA
PLC-gamma1 inh: PLC-gamma1 (human) inhibition, primary screen; 370,000 compounds, 0.84% hits; purified PLC-gamma1, fluorogenic substrate, fluorescence; inhibition, % at 12.2 µM; P19174; in the data active = inhibition above about 9.5%
* hit, by the source's call; x = no result given.

SMILES	SMARCA2 activ	ssDAF12 agonist	PLC-beta3 inh	DAX1 inh-1	ADAM17 inh	hcDAF12 agonist	hgDAF-12 ag	DAX1 inh-2	NR1D1 modulator	MBD2 DNA inh	PLC-gamma1 inh
CCOC(=O)C(O)(c1ccc(N(C)C(=O)c2ccc(Cl)c(Cl)c2)cc1)C(F)(F)F (stereo not drawn)	-3	-0.4	1	-0.8	1	-1.9	-5.2	0.1	1	5	-1
CN1CCN(c2nc([N+](=O)[O-])nn2C)CC1	-1	-1.0	4	-0.2	0	-0.1	0.5	0.2	-1	-4	-3
N#C/C(=C(/O)c1ccc(S(=O)(=O)N(CCCl)CCCl)cc1)c1nc2ccccc2[nH]1	-3	-1.2	-9	0.9	3	-0.5	-0.8	1.0	7	3	0
COC(=O)COc1ccc(/C=C2\C(=O)NC(=S)N(c3ccc(C)cc3)C2=O)cc1OC	0	-0.1	-12	-0.2	0	-1.3	0.2	0.2	-5	-4	-3
CC(C)c1ccc(N2C(=O)NC(=O)/C(=C\c3cnc(-c4ccccc4)nc3)C2=O)cc1	2	-0.2	-5	0.0	-1	-0.3	-1.0	1.4	1	-1	-1
COc1ccc(CCNC2CCCCC2)cc1	2	-1.7	2	-0.9	-1	-1.1	-0.7	0.0	-4	-1	2
Cc1cc(/C=C2\C(=O)NC(=O)N(Cc3ccccc3)C2=O)c(C)n1C1CC1	-4	-1.4	-7	-1.5	-3	-0.8	-1.3	0.2	-1	0	-6
CC1=CC(=O)OC2CC3OC4C[C@@H](C)C5OC6CC7O[C@]8(C)C/C=C\C9OC%10CC%11OC(CC(C)CO)CC(O)[C@]%11(C)OC%10CC9OC8C[C@]7(C)O[C@]6(C)CCC5OC4C[C@]3(C)OC12 (stereo partly drawn)	2	-1.1	2	0.7	-3	0.2	0.4	-0.5	9	2	1
Cc1cc(C)cc(-n2c(C)cc(/C=C3\C(=O)NC(=O)N(C)C3=O)c2C)c1	2	-1.8	-11	0.8	-7	-0.8	-2.6	-0.3	4	0	-8
OC(c1ccccc1)(c1ccccc1)c1ccncc1	2	-1.3	-1	-0.4	2	0.0	-2.5	-0.3	-2	3	5
CC(=O)OC1CC(OC2C(O)CC(OC3C(O)CC(OC4CCC5(C)C(CCC6C5CCC5(C)C(C7=CC(=O)OC7)CCC65O)C4)OC3C)OC2C)OC(C)C1OC1OC(CO)C(O)C(O)C1O (stereo not drawn)	-11	-2.9	-8	-6.2	0	-4.4	-15	-9.6	-1	-1	-1
CCOC(=O)C1=Nc2ccccc2/C1=C\c1c(O)n(C)c(=O)n(C)c1=O	-1	-1.6	-18	-1.4	-9	1.2	-0.8	-0.6	9	-1	-8
CC(=O)O/C(=C1\CC2C3CC=C4CC(OC(C)=O)CCC4(C)C3CCC2(C)C1=O)C(F)(F)F (stereo not drawn)	-6	-1.3	4	-1.4	0	0.2	2.1	-0.6	-3	-5	0
CC(C)(C)NC(=O)C1CN=C(c2ccccc2)c2cc(Cl)ccc2N1C(=O)C1CCC1 (stereo not drawn)	-4	-0.4	-3	x	-1	0.3	3.0	1.5	1	3	-5
CC/C(=N\N1CCCCC1)c1c(O)[nH]c(=O)[nH]c1=O	2	-0.6	-3	1.9	2	-1.1	-2.5	0.1	0	-3	2
CC(=O)c1c(C)[nH]c(C(=O)N2CCC3(CC2)OCCO3)c1C	5	-0.9	2	1.5	3	-1.3	3.2	0.0	-4	-2	-1
COC(=O)C1=C(c2ccc(F)cc2OCc2ccccc2)C[C@@H]2CC[C@H]1N2C(=O)NCCOc1ccccc1	2	-1.5	-2	0.0	4	3.2	-0.1	-0.7	2	-2	-3
COCCNC(=O)CN1C(=O)CN=C(c2ccccc2)c2ccccc21	-2	-1.3	-12	4.5*	-10	-1.2	1.8	-0.3	5	3	1
O=C(CCc1ccccc1)N1Cc2cc(-c3ccccc3)ccc2-n2nncc2C1	1	-1.5	-4	x	-2	-2.0	-1.0	0.5	8	3	-1
Cc1cccc(-c2nc3ccccc3c(=O)n2-n2cccc2)c1	-3	-1.1	-1	0.6	0	-2.8	-0.8	-0.5	-1	-1	0
C=CCn1c(O)c(/C(C)=N/N2CCCCCC2)c(=O)[nH]c1=O	1	-1.5	-3	1.2	0	1.4	-0.1	-0.1	0	-3	3
O=C(CF)NC(NC(=S)Nc1ccccc1O)C(Cl)(Cl)Cl (stereo not drawn)	-2	-1.0	-2	4.9*	-2	2.9	-1.4	-1.1	2	-6	2
CCCCCn1c(=O)c(C(=O)Nc2cc(C)ccn2)c(O)c2ccccc21	-1	-1.3	-4	-0.4	-4	-2.1	0.8	-0.3	0	3	1
CCOC(=O)CCN=Cc1c(O)n(-c2ccc(Br)cc2)c(=O)[nH]c1=O	-4	-1.0	-4	-0.8	-6	-1.2	0.1	-0.8	-3	-2	-1
c1ccc2c(c1)-c1cccc3cccc-2c13	1	-1.1	-161	5.3*	-16	-0.3	0.1	1.4	-5	2	-121
COc1cc(C2c3cc4c(cc3CC3COC(=O)C32)OCO4)cc(OC)c1OC (stereo not drawn)	2	-1.4	2	-3.0	-3	-1.7	-5.1	4.4*	-10	3	1
CN1CCN(c2c(C#N)c(C(F)(F)F)nn2C)CC1	-2	-1.3	2	0.8	4	-1.3	-1.2	0.3	4	7	5
COc1ccc(-n2c(SCCN(C)C)nc3ccccc3c2=O)cc1	0	-1.6	-1	1.0	4	-1.4	-0.1	0.4	7	-7	5
CC(=Nc1ccccc1N)c1c(O)n(C)c(=O)n(C)c1=O	3	0.7	-16	4.5*	-7	6.6*	8.1	0.4	3	1	-4
N#C/C(=C\c1cccc(O)c1)C(=O)O	2	-1.4	-2	x	-3	-1.1	-0.2	0.3	8	-1	0

For reference, part of the list above.
SMILES	SMARCA2 activ	ssDAF12 agonist	PLC-beta3 inh	DAX1 inh-1	ADAM17 inh	hcDAF12 agonist	hgDAF-12 ag	DAX1 inh-2	NR1D1 modulator	MBD2 DNA inh	PLC-gamma1 inh
CC1=CC(=O)OC2CC3OC4C[C@@H](C)C5OC6CC7O[C@]8(C)C/C=C\C9OC%10CC%11OC(CC(C)CO)CC(O)[C@]%11(C)OC%10CC9OC8C[C@]7(C)O[C@]6(C)CCC5OC4C[C@]3(C)OC12 (stereo partly drawn)	2	-1.1	2	0.7	-3	0.2	0.4	-0.5	9	2	1
Cc1cc(C)cc(-n2c(C)cc(/C=C3\C(=O)NC(=O)N(C)C3=O)c2C)c1	2	-1.8	-11	0.8	-7	-0.8	-2.6	-0.3	4	0	-8
OC(c1ccccc1)(c1ccccc1)c1ccncc1	2	-1.3	-1	-0.4	2	0.0	-2.5	-0.3	-2	3	5
CC(=O)OC1CC(OC2C(O)CC(OC3C(O)CC(OC4CCC5(C)C(CCC6C5CCC5(C)C(C7=CC(=O)OC7)CCC65O)C4)OC3C)OC2C)OC(C)C1OC1OC(CO)C(O)C(O)C1O (stereo not drawn)	-11	-2.9	-8	-6.2	0	-4.4	-15	-9.6	-1	-1	-1
CCOC(=O)C1=Nc2ccccc2/C1=C\c1c(O)n(C)c(=O)n(C)c1=O	-1	-1.6	-18	-1.4	-9	1.2	-0.8	-0.6	9	-1	-8

Later entries:
SMILES	SMARCA2 activ	ssDAF12 agonist	PLC-beta3 inh	DAX1 inh-1	ADAM17 inh	hcDAF12 agonist	hgDAF-12 ag	DAX1 inh-2	NR1D1 modulator	MBD2 DNA inh	PLC-gamma1 inh
CCOc1ccc(-n2c(O)c(C=NCCCn3ccnc3)c(=O)[nH]c2=O)cc1	-9	-0.7	-4	-0.2	-9	-0.5	1.6	-0.5	6	1	7
CC=C(CC)C1(CCC)C(=O)NC(=S)NC1=O	-2	-1.1	2	1.6	-1	0.5	-0.4	-0.7	1	-6	1
O=C(Cc1cccs1)N1Cc2ccccc2-n2nncc2C1	-4	-0.7	-7	0.2	-6	0.1	-0.5	-0.5	-11	6	-4
CCC1CN1P(=S)(N1CC1CC)N1CC1CC (stereo not drawn)	-3	-1.5	-11	-0.1	-3	-0.8	0.8	1.2	0	4	-3
CCC1(C)CN(S(=O)(=O)OCC(Cl)(Cl)Cl)C(=O)N1 (stereo not drawn)	0	-1.2	3	0.2	-2	-1.1	0.5	-0.2	2	1	2
COP(=O)(OC)C1(O)C(=O)Nc2ccc(Br)cc21 (stereo not drawn)	-4	-0.6	-8	0.9	-8	0.8	-2.9	0.5	1	0	-6
Cc1nc2cc(F)ccc2n1C1CCN(Cc2nnnn2CCc2ccccc2)CC1	-3	-1.2	-2	0.0	1	-0.8	0.5	-0.8	-2	0	1
O=c1[nH]c(=O)n(-c2ccccc2)c(O)c1/C=C1/C(c2ccccc2)=Nc2ccccc21	-2	-0.8	-16	-1.3	-2	1.1	7.0	-1.8	0	-1	-14
O=C1CCN(C(=O)CCCn2c(=O)oc3ccccc32)CC1	-1	-0.9	-4	-0.7	0	0.5	0.7	0.5	3	1	-3
O=C1NC(=O)C(=Cc2csc3ccccc23)C(=O)N1	-2	-0.7	-7	-1.6	-7	-1.2	-0.5	0.7	7	1	-3
CCN1CCN(C(c2cccs2)C(C)NC(=O)Oc2ccccc2)CC1 (stereo not drawn)	6	0.3	-1	1.3	-7	1.9	2.5	0.8	-6	7	-2
CCOc1ccccc1Oc1coc2cc(OC(=O)N(C)C)ccc2c1=O	-2	-1.3	-7	0.2	-1	2.1	5.2	0.0	-5	5	1
NP(=O)(OCCCc1ccccc1)Oc1ccccc1 (stereo not drawn)	-1	-1.4	7	1.4	5	-2.2	3.4	-0.1	8	-4	6
CN(C)C(=O)Oc1cccc(NC(=O)N2CCOCC2)c1	-1	-1.2	-2	-0.2	-10	-0.4	-4.0	0.2	3	-7	-4

Reformatted: results already given
Cc1cc(C)cc(-n2c(C)cc(/C=C3\C(=O)NC(=O)N(C)C3=O)c2C)c1
  SMARCA2 activ: 2
  ssDAF12 agonist: -1.8
  PLC-beta3 inh: -11
  DAX1 inh-1: 0.8
  ADAM17 inh: -7
  hcDAF12 agonist: -0.8
  hgDAF-12 ag: -2.6
  DAX1 inh-2: -0.3
  NR1D1 modulator: 4
  MBD2 DNA inh: 0
  PLC-gamma1 inh: -8

OC(c1ccccc1)(c1ccccc1)c1ccncc1
  SMARCA2 activ: 2
  ssDAF12 agonist: -1.3
  PLC-beta3 inh: -1
  DAX1 inh-1: -0.4
  ADAM17 inh: 2
  hcDAF12 agonist: 0.0
  hgDAF-12 ag: -2.5
  DAX1 inh-2: -0.3
  NR1D1 modulator: -2
  MBD2 DNA inh: 3
  PLC-gamma1 inh: 5

The list is partial; the hit share may differ from the screen's.
